Compound activity (PubChem)
sEH inhibitor: soluble epoxide hydrolase (human) inhibition; 91,000 tested, 0.34% active; AID 707; recombinant human sEH enzymatic activity assay; inhibition, % at 2 µM; in the data active means inhibition above about 80%; further: values of inactives mirror those of a sister screen read the other way; many of its hits are not listed in these tables
sEH activator: soluble epoxide hydrolase (human) activation; purified human sEH enzymatic activity, activator screen; activation, % at 2 µM; 91,000 tested, 0.04% active; AID 717; in the data active means activation above about 37%; further: values of inactives mirror those of a sister screen read the other way
S1P2 ag: activates the human S1P2 receptor; activation, % at 4.5 µM; AID 729; 97,000 tested, 0.46% active; S1P2-expressing cell line, agonist reporter read-out; in the data active means activation above about 16%;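 further: 0% = vehicle low control and 100% = maximal reference agonist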
Target sequence (O95136 whole entry, looked up): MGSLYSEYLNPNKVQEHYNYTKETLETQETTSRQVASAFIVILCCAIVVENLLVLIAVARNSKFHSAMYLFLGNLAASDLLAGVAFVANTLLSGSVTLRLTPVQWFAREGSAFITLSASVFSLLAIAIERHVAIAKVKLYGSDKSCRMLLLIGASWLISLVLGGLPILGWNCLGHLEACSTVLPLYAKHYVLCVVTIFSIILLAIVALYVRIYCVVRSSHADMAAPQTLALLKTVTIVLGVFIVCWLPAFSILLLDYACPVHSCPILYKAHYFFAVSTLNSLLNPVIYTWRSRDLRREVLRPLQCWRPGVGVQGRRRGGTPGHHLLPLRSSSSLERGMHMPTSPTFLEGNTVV
DAT uptake mod: human DAT dopamine uptake with cocaine, either direction; LLC-PK1 hDAT cells, [14C]-dopamine uptake with cocaine IC80; actives deviate in either direction; B-score at 10 µM; 110,000 tested, 1.3% active; AID 449768;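 active means Z score or B-score, a plate-position-corrected score, falls beyond the plate's 99.7% confidence bounds, in either direction; inactive means both scores lie inside the 99.7% bounds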;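 further: scored against the spread of the other compound wells on the same plate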
Target sequence (Q01959 whole entry, looked up): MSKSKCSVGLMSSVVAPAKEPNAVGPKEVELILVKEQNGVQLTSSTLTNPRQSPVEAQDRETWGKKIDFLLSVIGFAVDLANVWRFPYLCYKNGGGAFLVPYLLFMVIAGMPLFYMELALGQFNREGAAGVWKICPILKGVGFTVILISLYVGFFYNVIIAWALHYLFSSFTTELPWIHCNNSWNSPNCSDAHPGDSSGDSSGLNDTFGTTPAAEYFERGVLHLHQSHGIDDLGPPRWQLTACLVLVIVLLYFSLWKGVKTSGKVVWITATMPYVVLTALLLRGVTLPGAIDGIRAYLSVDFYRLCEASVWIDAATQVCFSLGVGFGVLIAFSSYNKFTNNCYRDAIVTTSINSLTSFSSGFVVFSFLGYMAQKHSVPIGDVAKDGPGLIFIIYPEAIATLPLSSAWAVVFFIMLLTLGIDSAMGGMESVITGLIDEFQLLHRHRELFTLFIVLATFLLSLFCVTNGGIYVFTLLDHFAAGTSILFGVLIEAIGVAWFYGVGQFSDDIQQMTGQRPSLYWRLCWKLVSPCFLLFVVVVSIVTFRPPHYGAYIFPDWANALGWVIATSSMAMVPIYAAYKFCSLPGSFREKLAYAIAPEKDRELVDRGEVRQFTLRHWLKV
CYP2C19 activ: activators of human cytochrome P450 2C19; P33261; recombinant CYP2C19, luciferin-H EGE luminescence; active compounds read high; 0 = fully inhibited enzyme, 1 = untreated enzyme; activation factor at 5 µM; 96,000 tested, under 10 active;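 active means activation factor of at least 2 at 5 µM in the primary screen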;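 further: 0 = wells with 2.5 mM tranylcypromine and 1 = vehicle-only wells; values of inactives mirror those of a sister screen read the other way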
PostGolgi ctrl: yeast control strain growth, post-Golgi counter-screen. 98,000 tested, 5% active. inhibition, % at 10 µM. efflux-deficient yeast background strain, growth absorbance A615, 16 h
CYP2C19 inhib: inhibitors of human CYP2C19 | P33261 | CYP2C19 Supersomes, luciferin-H EGE luminescence, 30 min | inhibition, % at 5 µM | 96,000 tested, 21% active | AID 778;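 active means CYP2C19 inhibition above a set limit at 5 µM in the primary screen, cut at about 50% in these data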;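 further: plate controls were negative control wells for no effect and 2.5 mM tranylcypromine positive control for full effect; values of inactives mirror those of a sister screen read the other way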
PostGolgi yeast: growth inhibition of a yeast mutant, post-Golgi transport screen. inhibition, % at 10 µM. AID 739. post-Golgi transport phenotypic cell assay. 98,000 tested, 0.9% active;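 further: yeast cells grown in 1536-well plates; yeast grown about 18 h at 30C before absorbance read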
S1P2 antag: antagonists of human S1P2 receptor. cell-based S1P2 antagonist assay, inhibition at 5 uM. 97,000 tested, 0.21% active. inhibition, % at 5 µM; in the data active means inhibition above about 45%;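 further: CRE beta-lactamase reporter cells expressing human S1P2 stimulated with S1P; 0% = agonist at EC80 alone and 100% = agonist plus reference antagonist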
Active calls of the source: *; . = not tested or not shown. Unless noted, no stated cut-off is given here; in the data, active means inhibition above about 30%; inactive means the rest. Rows were taken by chance. Share with any hit: about 24%.

Below each SMILES: sEH inhibitor, sEH activator, S1P2 ag, DAT uptake mod, CYP2C19 activ, PostGolgi ctrl, CYP2C19 inhib, PostGolgi yeast, S1P2 antag
1. O=C(Nc1ccc2nc(-c3ccccc3)oc2c1)c1ccco1
 : ., ., -3, -1.2, 1, 4, 2, 9, -3
2. O=C(Cn1nnc2ccccc21)OCC(=O)c1ccccc1
 : 13, -11, -3, -0.074, ., ., ., ., 11
3. Cc1nn(C(=O)N2CCOCC2)c(C)c1C
 : 0, 1, -1, -0.49, ., ., ., ., 8
4. COCCn1c(Sc2ccccc2)nc2c1c(=O)[nH]c(=O)n2C
 : ., ., -3, -0.027, 1.1, 26, -7, 3, 11
5. COCCCNc1oc(-c2ccccc2F)nc1C#N
 : 6, -9, -6, -0.28, 0.3, 0, 66*, 1, 3
6. COc1ccc(-c2cc(C(F)(F)F)n3nc(C(=O)N4CCCCC4)cc3n2)cc1OC
 : 5, -5, -6, 1, 1, 17, -3, 2, -13
7. O=S(=O)(c1ccc(Cl)cc1)c1cnc(-c2cccnc2)nc1-c1ccccc1
 : 4, -2, -5, 0.49, 0.5, 12, 52*, 1, 14
8. CCCCNC(=O)NCC(=O)Nc1ccc(F)c(F)c1
 : 16, -17, -5, -0.57, 1, 4, 2, 0, 7
9. COC(=O)CCCCC(=O)C1C(=O)CC(C)(C)C(C(=O)OC)C1=O (centres undefined)
 : -5, 4, -2, -0.86, 1.1, 5, -6, 6, 5
10. CCOc1ccccc1C(=O)Nc1cc(OC)ccc1OC
 : ., ., 1, 0.00086, 0.7, 47*, 30, 1, -32
11. COCCN(CCOC)c1ncnc2c1cnn2-c1ccc(Cl)cc1
 : -5, 6, -1, 1.1, 0.9, 18, 10, -4, -13
12. COc1ccc2nc(NC(=O)CSc3nc4ccccc4o3)sc2c1
 : -1, 1, -4, -0.23, 0.4, 11, 62*, 2, -5
13. O=C(/C=C/c1ccccc1)N(c1ccccn1)C1CCCCC1
 : 7, -4, -8, 1.1, 0.9, 15, 14, -1, 11
14. Cc1ccc(CNC(=O)CN(Cc2ccccc2)S(C)(=O)=O)cc1
 : -2, 6, 0, -0.15, ., ., ., ., -16
15. O=C(c1cccnc1)N1CCCc2ccccc21
 : -6, 6, -1, -1, 0.8, 0, 22, -3, -5

(more compounds)
Below each SMILES: sEH inhibitor, sEH activator, S1P2 ag, DAT uptake mod, CYP2C19 activ, PostGolgi ctrl, CYP2C19 inhib, PostGolgi yeast, S1P2 antag
16. Cn1ncc(Cl)c1C(=O)Nc1cccnc1
 : 2, 0, -2, 0.18, 1, 2, 3, 4, 0
17. Cc1cc2occ(CC(=O)Nc3nnc(C4CC4)s3)c2cc1C
 : -16, 14, -7, 0.58, 0.9, 9, 12, 3, 19
18. COc1cccc(C2N(c3ccccn3)C(=O)C3CCCN32)c1OC (centres undefined)
 : ., ., -2, -0.018, 1.1, -2, -7, 0, -7
19. Cc1ccc2c(c1)-c1c(ssc1=S)C(C)(C)N2C(=O)c1ccco1
 : 2, -3, 0, -0.71, ., ., ., ., -12
20. COc1ccc(CNC(=O)C2CCN(S(=O)(=O)N3CCOCC3)CC2)cc1
 : 40, -39, -2, -0.47, 1.1, 5, -12, 3, -2
21. O=C1OCCC1Sc1nnc(-c2ccc3c(c2)OCO3)n1-c1ccccc1 (centres undefined)
 : -10, 10, -4, 0.53, 1, 2, 4, -2, -7
22. CCC(=O)Nc1cc(NC(=O)CSc2ncc(-c3ccc(F)cc3)n2Cc2ccco2)ccc1C
 : -2, 0, -7, -0.14, 0.1, 3, 91*, 11, -5
23. CCOCCN(C=O)c1cccc(OC)c1
 : -16, 14, -1, -0.034, 0.7, 3, 27, -1, 2
24. C=CCNC(=O)c1onc(CSc2ccc(C)c(C)c2)c1C(=O)O
 : -5, 11, -12, 0.19, 0.1, 1, 94*, -2, -9
25. CCOc1ccccc1C1CC(=O)NC(SCC)=C1C#N (centres undefined)
 : 4, -1, 12, -0.46, 0.6, -5, 39, -3, -2
26. Cc1cccc(N2CCN(C(=O)c3ccncc3)CC2C)c1 (centres undefined)
 : 0, 0, -8, -0.0073, 0, 12, 100*, -1, 1
27. CCCn1nc(-c2nnc(-c3ccc(C)c(C)c3)o2)c2ccccc2c1=O
 : 6, -7, -6, 0.008, 1, 14, -3, 0, 21
28. OC(COc1ccc2cc(Br)ccc2c1)CN1CCOCC1 (centres undefined)
 : 4, -2, -4, 1.7, ., ., ., ., 19
29. Cc1c(Cc2ccccc2)sc(NC(=O)c2ccco2)c1C(N)=O
 : 1, 2, -6, 0.49, ., ., ., ., -19
30. COc1ccc2[nH]c3c(c2c1)CCn1c-3nc2ccccc2c1=O
 : ., ., ., ., 0.3, 8, 75*, 3, .

Next part
Below each SMILES: sEH inhibitor, sEH activator, S1P2 ag, DAT uptake mod, CYP2C19 activ, PostGolgi ctrl, CYP2C19 inhib, PostGolgi yeast, S1P2 antag
31. COc1ccc(/C=N/n2c(SC)nnc(C(C)(C)C)c2=O)c(OC)c1
 : 3, 1, -6, -0.031, 0.9, 8, 5, 20, 0
32. Cc1c2cccn2cc[n+]1C
 : -1, 0, 0, -0.59, 1.1, 6, -6, 4, -13
33. O=C(OC(C(=O)NC1CCCC1)c1ccncc1)C1=Cc2ccccc2OC1 (centres undefined)
 : 14, -14, -4, -0.17, 0.1, 7, 89*, -4, 2
34. COC(=O)[C@H](CCSC)NC(=O)NCCc1ccc(F)cc1
 : 10, -13, -3, 0.071, 1.1, 6, -10, 0, 0
35. O=C(N/N=C/c1ccc(O)cc1)c1ccc(COc2cc(Cl)ccc2Cl)o1
 : 54, -54, -5, 0.12, 0.5, 1, 46, -11, -1
36. CCCCC(NS(=O)(=O)c1ccc(OC)cc1)C(=O)O (centres undefined)
 : ., ., ., -0.77, 0.9, -8, 5, -1, .
37. CC(C)(C)c1ccc(Cn2nnc3c(=O)[nH]c(C4CCCN(C(=O)Cc5cccs5)C4)nc32)cc1 (centres undefined)
 : 3, -3, -2, 0.58, 0.7, 11, 28, -5, 13
38. CCOC(=O)C1CCN(C(C(=O)NC2CCCC2)c2ccc(C)cc2)CC1 (centres undefined)
 : 3, 0, -5, -0.97, 0.9, -7, 8, 6, 1
39. CCc1ccc(NC(=O)N(CCN(C)C)C(C)c2cccnc2)cc1 (centres undefined)
 : 8, -9, -6, -0.12, 0.8, 3, 16, 2, 7
40. COc1ccc(-n2nnc3c(SCC(=O)c4ccccc4)ncnc32)cc1
 : -6, 10, -8, -0.88, 1.1, 7, -6, -3, 14
41. CC(OC(=O)c1ccccc1NCc1ccco1)C(=O)Nc1ncc(Cl)cc1Cl (centres undefined)
 : ., ., ., 0.14, 0.3, 9, 66*, -3, .
42. CCCCOc1nc2ccccc2nc1C(C#N)S(=O)(=O)c1ccccc1 (centres undefined)
 : 2, -2, -5, -0.72, 0.2, 10, 78*, -9, 22
43. Cc1cc(NC(=O)CSc2cn(CCNC(=O)c3ccc(Cl)cc3)c3ccccc23)no1
 : ., ., ., -0.049, 0.7, 5, 34, -7, .
44. O=C1C(C=Nc2ccccc2)=C(O)c2ccccc21
 : -1, 2, -1, -1.1, 0.6, 13, 36, 6, -2
45. CCOC(=O)N1CCC2(O)CCCCC2C1c1ccc(F)cc1 (centres undefined)
 : -3, 7, -3, -0.025, 0.5, -1, 45, -7, -10

Carrying on:
Below each SMILES: sEH inhibitor, sEH activator, S1P2 ag, DAT uptake mod, CYP2C19 activ, PostGolgi ctrl, CYP2C19 inhib, PostGolgi yeast, S1P2 antag
46. COc1ccc(-c2nnc3ccc(SC)nn23)cc1
 : 6, -6, -2, 0.098, 1, 4, 2, 2, -8
47. COc1ccc(NC(=O)Nc2nccs2)cc1
 : 4, -1, -4, -0.071, 1, 9, -4, -4, -4
48. CN(C)c1nc(N(C)C)nc(N2CCCCC2)n1
 : 0, 0, -5, -0.11, 1, 8, 3, 4, 5
49. CN(C)S(=O)(=O)c1ccc(NC(=O)CN2CCN(C(c3ccccc3)c3ccccc3)CC2)cc1
 : 12, -10, -7, 1.2, 1, 3, -4, 14, -2
50. O=C(NC1CC1)c1ccc(COc2ccc(F)cc2)o1
 : -16, 14, -5, -1.2, 0.8, 16, 16, -2, 2
51. Cc1ccc(C(C)C)c(OCc2nnc(SCC(=O)Nc3ncc(C)s3)n2C)c1
 : -6, 10, 0, -0.41, 1, 5, 3, -3, 19
52. COc1ccc(OC)c(NC(=O)c2cn(C)c(=O)c3cc(OC)c(OC)cc23)c1
 : 16, -15, 33*, ., 0.7, 4, 32, 7, -62
53. Cn1nc(-c2ccccc2)c(C#N)c1Sc1cccc(Cl)c1
 : -6, 5, -3, -0.047, 0.7, 12, 31, -7, -4
54. COc1ccc(CNc2oc(-c3cccc4ccccc34)nc2C#N)cc1
 : -24, 26, -7, 1.2, ., 22, ., -12, -2
55. COc1ccc(NC(=O)C2CCN(S(C)(=O)=O)CC2)cc1Cl
 : 11, -10, -7, -0.014, 1, 0, 2, 2, 9
56. Cc1cccc2c(=O)oc(-c3ccc4c(c3)C(=O)N(CC3CCCO3)C4=O)nc12 (centres undefined)
 : -4, 4, -2, ., ., ., ., ., -7
57. CCOC(=O)c1cc2n(n1)C(C(F)(F)F)CC(C)N2 (centres undefined)
 : -4, 2, -6, -0.021, 0.6, 3, 35, 10, 1
58. Cn1c(COc2ccccc2)nnc1SCCC(=O)Nc1ccccc1
 : ., ., -4, 0.17, 0.3, 10, 74*, -8, 2
59. CC1(C)Cc2nc3sc4c(=O)[nH]cnc4c3cc2CS1
 : 11, -9, -6, 0.66, 0.9, 9, 12, 1, -5
60. O=C(Nc1ccccc1C(=O)N1CCOCC1)C1CCCO1 (centres undefined)
 : -3, 4, -8, 0.46, 1.1, 6, -7, 7, -35

10 entries from above, reformatted.
nr	SMILES	sEH inhibitor	sEH activator	S1P2 ag	DAT uptake mod	CYP2C19 activ	PostGolgi ctrl	CYP2C19 inhib	PostGolgi yeast	S1P2 antag
36	CCCCC(NS(=O)(=O)c1ccc(OC)cc1)C(=O)O (centres undefined)	.	.	.	-0.77	0.9	-8	5	-1	.
37	CC(C)(C)c1ccc(Cn2nnc3c(=O)[nH]c(C4CCCN(C(=O)Cc5cccs5)C4)nc32)cc1 (centres undefined)	3	-3	-2	0.58	0.7	11	28	-5	13
38	CCOC(=O)C1CCN(C(C(=O)NC2CCCC2)c2ccc(C)cc2)CC1 (centres undefined)	3	0	-5	-0.97	0.9	-7	8	6	1
39	CCc1ccc(NC(=O)N(CCN(C)C)C(C)c2cccnc2)cc1 (centres undefined)	8	-9	-6	-0.12	0.8	3	16	2	7
40	COc1ccc(-n2nnc3c(SCC(=O)c4ccccc4)ncnc32)cc1	-6	10	-8	-0.88	1.1	7	-6	-3	14
41	CC(OC(=O)c1ccccc1NCc1ccco1)C(=O)Nc1ncc(Cl)cc1Cl (centres undefined)	.	.	.	0.14	0.3	9	66*	-3	.
42	CCCCOc1nc2ccccc2nc1C(C#N)S(=O)(=O)c1ccccc1 (centres undefined)	2	-2	-5	-0.72	0.2	10	78*	-9	22
43	Cc1cc(NC(=O)CSc2cn(CCNC(=O)c3ccc(Cl)cc3)c3ccccc23)no1	.	.	.	-0.049	0.7	5	34	-7	.
44	O=C1C(C=Nc2ccccc2)=C(O)c2ccccc21	-1	2	-1	-1.1	0.6	13	36	6	-2
45	CCOC(=O)N1CCC2(O)CCCCC2C1c1ccc(F)cc1 (centres undefined)	-3	7	-3	-0.025	0.5	-1	45	-7	-10
